Assay outcomes: PubChem BioAssay, National Center for Advancing Translational Sciences (NCATS)
Pin1 inhibitor = human Pin1 inhibition | Pin1 FP peptide displacement, HiFluor488, 10 min | Q13526 | Potency, µM (doses to about 115 µM), inactives show top-dose activity, negative = inhibition, usual class: inhibitors | 390,000 tested, 0.009% active; active = well fitted inhibition curve with a large enough effect in the polarisation, with a control signal flat, not every such curve was filed as active; inconclusive = small, poorly fitted or top-dose-only effect, or effect the other way, or a change in a side signal; inactive = no such curve, though single readings can be large or run the other way; the % refers to the polarisation; also: % is scaled to controls: 0 for no effect and ±100 for the full control effect
Target sequence (Q13526 whole entry, looked up): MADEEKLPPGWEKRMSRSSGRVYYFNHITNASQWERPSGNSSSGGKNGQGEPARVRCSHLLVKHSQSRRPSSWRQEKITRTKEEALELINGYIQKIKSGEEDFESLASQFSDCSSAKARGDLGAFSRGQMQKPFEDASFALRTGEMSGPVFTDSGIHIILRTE
HP1b chromo inh = blocks HP1-beta chromodomain binding to methylated histone tails | AlphaScreen HP1-beta / biotin-H3K9me3 peptide binding | Potency, µM (top dose mostly 114 µM), without a hit: at the highest dose activity change, negative = inhibition, usual class: inhibitors | P83916 | 390,000 tested, 0.56% active; also: nearly all actives have a fitted effect of over 70% in size; inactives centre near 23
Target sequence (P83916 whole entry, looked up): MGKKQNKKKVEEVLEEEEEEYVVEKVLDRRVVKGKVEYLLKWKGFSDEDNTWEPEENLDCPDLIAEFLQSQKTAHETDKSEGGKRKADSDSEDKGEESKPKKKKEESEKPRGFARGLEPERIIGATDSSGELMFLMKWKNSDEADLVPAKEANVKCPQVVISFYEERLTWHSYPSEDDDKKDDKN
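AlphaScreen: HP1-beta (50 nM) preformed 30 min with biotin-H3(1-18)K9me3 peptide (50 nM) in PBS pH 7.4, 0.01% Tween-20. Compound added for 30 min at RT, then streptavidin donor/nickel chelate acceptor beads (10 ug/mL) for 30 min.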
rTrxR1 inhibitor = inhibitors of rat thioredoxin reductase 1. Potency, µM (top dose mostly 114 µM), for inactives: top-dose activity change, negative = inhibition, actives largely listed as inhibitors. AID 588453. recombinant rTrxR1, NADPH fluorescence consumption, selenite substrate. 390,000 tested, 1% active. O89049; also: % is scaled to controls: 0 for no effect and ±100 for the full control effect; nearly all actives have a fitted effect of over 65% in size
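Rat TrxR1 (90 nM in the dispensed reagent) was pre-reduced with 400 uM NADPH for 5 min at room temperature, then incubated with compound for 15 min. After 400 uM selenite was added, NADPH fluorescence (Ex 340/Em 450 nm) was followed for 8 min.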
12-LOX inh = ALOX12 (human) lipoxygenase inhibition; P18054; purified 12hLO, xylenol orange hydroperoxide absorbance; Potency, µM (titrated, usually from 108 µM), for inactives: at the highest dose activity change, negative = inhibition, actives largely listed as inhibitors; 580,000 tested, 1.1% active; AID 1671190; also: % is scaled to controls: 0 for no effect and ±100 for the full control effect
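Hydroperoxide product was detected by ferrous iron/xylenol orange as the 573 to 405 nm absorbance ratio. Arachidonic acid at 40 uM (final) was turned over for 30 min at room temperature by 150 nM human 12hLO, pH 7.0 Hepes buffer, after 15 min compound preincubation.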
JMJD2A Tudor inh = inhibitors of human JMJD2A Tudor domain. O75164. Potency, µM (doses to about 114 µM), for the others: at the highest dose activity change, negative = inhibition, most hits filed as inhibitors. AID 504339. AlphaScreen JMJD2A-Tudor / H3K4me3 peptide binding. 390,000 tested, 4.4% active; also: % is scaled to controls: 0 for no effect and ±100 for the full control effect; nearly all actives have a fitted effect of over 50% in size
PGK inhibitor = blocks T. brucei phosphoglycerate kinase. P07378. PGK/GAPDH coupled, Kinase-Glo luminescence, 60 min. Potency, µM (series often up to 57.5 µM), inactives show at the top dose activity change, negative = inhibition, usual class: inhibitors. 380,000 tested, 0.043% active; also: % is scaled to controls: 0 for no effect and ±100 for the full control effect; nearly all actives have a fitted effect of over 60% in size
Target sequence (P07378 whole entry, looked up): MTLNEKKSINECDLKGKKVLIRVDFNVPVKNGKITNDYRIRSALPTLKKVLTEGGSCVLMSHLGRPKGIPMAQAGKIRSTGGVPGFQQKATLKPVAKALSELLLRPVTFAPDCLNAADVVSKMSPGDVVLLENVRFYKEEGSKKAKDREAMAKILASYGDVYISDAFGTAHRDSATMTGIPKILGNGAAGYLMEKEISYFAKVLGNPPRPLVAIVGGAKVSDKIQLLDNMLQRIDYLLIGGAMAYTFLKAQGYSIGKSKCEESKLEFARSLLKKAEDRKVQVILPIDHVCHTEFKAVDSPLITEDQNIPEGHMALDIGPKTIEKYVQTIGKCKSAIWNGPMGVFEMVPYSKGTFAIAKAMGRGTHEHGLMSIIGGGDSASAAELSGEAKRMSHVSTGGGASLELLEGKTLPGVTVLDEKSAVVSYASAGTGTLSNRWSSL
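Luminescent ATP detection (Kinase-Glo Plus) follows a 60-minute room-temperature incubation, with wells lacking PGK as controls. Buffer: 100 mM TEA (pH 7.6), 5 mM MgCl2, 0.01% Tween-20. Coupling enzyme GAPDH (100 nM final) supplies unstable 1,3-BPG in-well.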
ERG-DNA inh = blocks human ERG Ets domain binding to DNA. 370,000 tested, 0.028% active. fluorescence polarization, His-ERG Ets domain / labelled DNA. Potency, µM (doses to about 76.9 µM), inactives show top-dose FP activity, negative = inhibition, usual class: inhibitors. AID 624246; active = well fitted inhibition curve with a large enough effect in the polarisation, with a control signal flat; inconclusive = small, poorly fitted or top-dose-only effect, or effect the other way, or a change in a side signal; inactive = no such curve, though single readings can be large or run the other way; the % refers to the polarisation;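 also: polarization taken with two DNA probes labelled with fluorescein and Texas red; % of control where 0% means no effect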
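His-tagged ERG Ets domain (1 uM in the protein solution; 300mM KCl, 50mM Tris-HCl, 1mM EDTA, 1mM DTT, pH 7.5) received compound, then a probe mix of 5 nM fluorescein-DNA and 100nM Texas-615-DNA. Fluorescence polarization was read for both dyes.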
RGS4 inh = inhibitors of human regulator of G protein signaling 4. P49798. Transcreener GDP fluorescence polarization, RGS4-accelerated GTP hydrolysis. AID 504845. Potency, µM (doses to about 114 µM), inactives show top-dose activity change, negative = inhibition, hits mostly inhibitors. 390,000 tested, 0.039% active; also: % is scaled to controls: 0 for no effect and ±100 for the full control effect; nearly all actives have a fitted effect of over 75% in size; some results filed as inactive show a strong effect at the top dose
Target sequence (P49798 whole entry, looked up): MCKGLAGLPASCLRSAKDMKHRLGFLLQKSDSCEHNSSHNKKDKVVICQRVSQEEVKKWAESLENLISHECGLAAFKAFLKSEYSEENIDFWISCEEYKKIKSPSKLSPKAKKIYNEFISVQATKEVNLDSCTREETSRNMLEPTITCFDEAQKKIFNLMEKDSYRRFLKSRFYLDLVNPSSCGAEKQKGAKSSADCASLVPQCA
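MLSMR compounds (23 nl, pin-transferred) preincubated 10 min at room temperature with a 500nM (2x) first reagent, then RGS4 at 900nM (2x) plus Transcreener GDP mix added; fluorescence polarization (620/688 nm) read before and after 90 min at 30 °C.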
GLS inh = blocks human kidney-isoform glutaminase activity; GLS enzymatic activity, qHTS titration; Potency, µM (doses to about 45.5 µM), for inactives: at the highest dose activity change, negative = inhibition, most hits filed as inhibitors; O94925; 410,000 tested, 0.21% active; also: % is scaled to controls: 0 for no effect and ±100 for the full control effect
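Two-point fluorescence kinetic (t0, 30 min RT) for hKGA; glutamate detected via glutamate oxidase–HRP–Amplex Red. Substrate: 1 mM L-glutamine solution; buffer 45 mM KH2PO4, pH 8.2.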
* hit, by the source's call; i = inactive; ? = inconclusive; . = not tested or not shown; [ ] = dose if it differs, or a comment. Unless noted, calls follow the shape of the dose curve; as a rule, active = well fitted curve in the direction sought with a large enough effect; inconclusive = small, poorly fitted or top-dose-only effect, or another doubt; inactive = no such curve, though single readings can be large; an effect the other way counts as inactive or inconclusive. Potency is read from the fitted curve at half-maximal effect. An excerpt. The share of hits here may be higher or lower than overall.

molecule | ERG-DNA inh | Pin1 inhibitor | rTrxR1 inhibitor | GLS inh | HP1b chromo inh | JMJD2A Tudor inh | 12-LOX inh | RGS4 inh | PGK inhibitor
O=C(CN1/C(=C(/O)c2ccccc2)C(=O)c2ccccc2S1(=O)=O)c1ccccc1 | -2% | 5% | 7%[57.1 µM] | 7% | 17% | -19% | 20% | -14% | -4%
Nc1c2c(nc3c1CCCC3)CCCC2 (tested in a mixture with another compound) | 14% | -8% | -32% | 5% | 15% | -14% | ? | 16% | -2%
O=C(Nc1ccc([N+](=O)[O-])cc1)OCCc1ccccn1 | -2% | 3% | 15% | 1% | 82%[activator] | -9% | -1% | -33% | .
COC(=O)c1cc2oc3ccccc3c2n1CC(=O)N1CCCc2ccccc21 | 6% | 7% | 33%[activator] | 1% | 9% | -29% | 9% | 24% | -2%
CCOC(=O)C(C)n1nc(-c2ccccc2)c2ccccc2c1=O (configuration not stated) | 0% | 0% | 19% | -2% | 48%[activator] | 3% | 0% | -14% | -4%
O=C1CSC(=Nc2ccc(Cl)cc2)N1Cc1cccnc1 | 2% | 39%[activator] | 17%[57.1 µM] | -6% | 32% | 6% | 21% | -24% | 1%
Cc1ccc(Oc2ccc(S(=O)(=O)Nc3ccc(C(=O)O)cc3)cc2)cc1 | 7% | -7% | 1% | -4% | 33% | 0% | ? | -8% | -1%
Cc1ccc(C(=O)CC(=O)COc2ccc(Cl)cc2)cc1 | 10% | 45%[activator] | 23%[57.1 µM] | 13% | 339%[activator] | 108%[activator] | ? | 12% | 0%
Cc1cc(C)c2cc(CN(Cc3nnnn3Cc3ccc(F)cc3)C3CCCC3)c(=O)[nH]c2c1 | -11% | 0% | -23%[57.1 µM] | -17% | 17% | -31% | 3% | -13% | i
COc1ccc2oc(=O)c(C(=O)N3CCN(c4cc(Cl)ccc4Cl)CC3)cc2c1 | 6% | 35%[activator] | 32% | 3% | 9% | -19% | -20% | -15% | i
[O-]/[N+](=N\Nc1ccc(Cl)cc1)c1ccccc1 | 5% | 5% | ? | -6% | ? | -28% | ? | -45% | 5%
COc1cc(/C=C/C(C)=NNc2ccccc2)ccc1O | -8% | 3% | ? | 15% | ? | 50µM* | ? | -20% | 2%
CCOCCn1c(CN2CCCCC2)nc2c1c(=O)n(C)c(=O)n2C | ? | 5% | 15%[57.1 µM] | -2% | 37% | -1% | 11% | -4% | -4%
O=C(/C=C/c1ccco1)Nc1ccc(N2CCCC2)cc1 | 6% | 13% | 32µM* | -1% | -13% | -30% | ? | -16% | -4%
COc1ccc2c(Sc3ccccc3)c(C(=O)NCc3ccc(OC(C)C)cc3)[nH]c2c1 | 1% | 13% | 10% | -2% | 59%[activator] | -16% | -15% | -12% | i
Nn1c(-c2ccccn2)nnc1-c1ccccn1 | -2% | 4% | -3%[57.1 µM] | 2% | 40% | 79µM* | -17% | 16% | 1%
CCCCC1=CC2=CC(=O)C(C)(OC(=O)CC)C(=O)C2=CN1CCOC (configuration not stated) | ? | ? | 17% | -6% | 50%[activator] | -14% | . | -20% | -5%
c1ccc2c(c1)CCc1c-2nc2ccccc2c1N1CCOCC1 | 9% | 1% | 57%[activator] | -4% | 126%[activator] | 29% | 0% | 4% | i
C=CCOc1ccc(CNc2nccs2)cc1 | -23% | -8% | -5% | -5% | 26% | -10% | 139%[activator] | -21% | -6%
Cc1nc(SCC(=O)c2ccccc2)c(C#N)c(-c2ccco2)c1C(=O)NCc1ccco1 | 8% | ? | 50µM* | -4% | -3% | -36% | 324%[activator] | ? | -3%
CCOC(=O)C1=C(C)NC(C)=C(C(=O)OCC)C1c1ccc(C)o1 | 8% | ? | -6% | 15% | 31% | -28% | 226%[activator] | 2% | 6%
Cc1cccc2cc(CN(Cc3ccco3)C(=O)c3ccncc3)c(=O)[nH]c12 | -7% | 1% | ? | 2% | 34% | -8% | 32% | -29% | i
COc1ccc(NC(=O)CC2C(=O)N(c3ccc(F)cc3)C(=S)N2NC(=O)c2ccccc2)cc1 (configuration not stated) | 9% | -3% | 11% | 1% | 46%[activator] | -1% | -4% | 4% | 5%
CC(C)NC(=O)c1ccccc1NC(=O)/C=C/c1ccc([N+](=O)[O-])cc1 | 1% | -3% | 0% | -4% | 30% | -4% | -1% | -15% | 0%
CC(Sc1nncn1C)C(=O)Nc1nnc(-c2ccccc2)s1 (configuration not stated) | 5% | 2% | 4%[57.1 µM] | -1% | 45%[activator] | -3% | 2%[57.4 µM] | -12% | i

Compound profiles, as listed above. Order of screens: ERG-DNA inh	Pin1 inhibitor	rTrxR1 inhibitor	GLS inh	HP1b chromo inh	JMJD2A Tudor inh	12-LOX inh	RGS4 inh	PGK inhibitor
Cc1ccc(Oc2ccc(S(=O)(=O)Nc3ccc(C(=O)O)cc3)cc2)cc1 reads 7%	-7%	1%	-4%	33%	0%	?	-8%	-1%
CCCCC1=CC2=CC(=O)C(C)(OC(=O)CC)C(=O)C2=CN1CCOC (configuration not stated) reads ?	?	17%	-6%	50%[activator]	-14%	.	-20%	-5%
Cc1ccc(C(=O)CC(=O)COc2ccc(Cl)cc2)cc1 reads 10%	45%[activator]	23%[57.1 µM]	13%	339%[activator]	108%[activator]	?	12%	0%

The list goes on.
molecule | ERG-DNA inh | Pin1 inhibitor | rTrxR1 inhibitor | GLS inh | HP1b chromo inh | JMJD2A Tudor inh | 12-LOX inh | RGS4 inh | PGK inhibitor
COc1ccc(N2C(=NC(=O)c3ccccc3)SC3CS(=O)(=O)CC32)cc1 (configuration not stated) | 1% | 11% | 3%[57.1 µM] | 4% | 85%[activator] | -11% | -16% | 17% | -5%
COc1ccc(C(=O)Nc2c(-c3cccs3)c(=O)c3ccccc3n2C)cc1 | 1% | 4% | -1% | 11% | 4% | -15% | 12% | 10% | -4%
O=C(NCCc1ccc(F)cc1)Nc1ccc2c(c1)OCO2 | -1% | -5% | 9% | 8% | -11% | -20% | -5% | -15%[11.4 µM] | -8%
CCNC(=O)C(=O)NCC1OCCCN1S(=O)(=O)c1cccs1 (configuration not stated) | -1% | -3% | 22% | 10% | ? | -18% | -13% | 21% | i
O=C(Nc1ccccc1O)c1cc(S(=O)(=O)N2CCOCC2)ccc1Cl | -7% | 0% | 4%[57.1 µM] | 38% | 14% | -10% | . | -13% | 6%
COc1cc(CNc2ccc(N3CCOCC3)cc2)ccc1OCC(=O)NC(C)(C)C | -5% | -1% | 0% | 46%[activator] | -17% | ? | 0% | -28% | -4%
CCOc1ccccc1NC(=O)C1CCCN(C(=O)NCc2ccccc2)C1 (configuration not stated) | -6% | 0% | 2%[57.1 µM] | 15% | 3% | -12% | 0% | 26% | 5%
COc1cccc(OC)c1C(=O)NC(=S)NNC(=O)[C@H]1C[C@@H]1c1ccccc1 | 9% | 1% | 3% | 2% | 64%[activator] | -1% | 2% | -7% | i
CCOc1ccc(OCCSc2nc3ccccc3n2CC(=O)O)cc1 | 14% | 2% | 17% | -5% | 32% | 4% | ? | 15% | -7%
COc1ccccc1OCC(=O)N/N=C1/SCC(=O)N1Cc1ccccc1 | 2% | -4% | -6% | -2% | 28% | -9% | 10% | 2% | i
CCc1ccccc1NC(=O)C1CCCN1C(=O)Nc1ccc(C)cc1 (configuration not stated) | 6% | 3% | 13%[57.1 µM] | 5% | -1% | -16% | -5% | 8% | -1%
O=C(Cn1c(-c2cccs2)cc2ccccc21)NCCc1ccc(Cl)cc1 | -3% | 1% | 5% | 4% | 21% | -13% | -20% | 15% | -6%
Nc1nc(N)nc(-c2ccccc2O)n1 | 3% | 1% | -3% | 4% | 27% | -28% | -5% | 34% | 1%
Cc1ccc(C2=NN(C(=O)CCC(=O)O)C(c3cccs3)C2)cc1 (configuration not stated) | -19% | 0% | -1% | -8% | 60%[activator] | 5%[11.4 µM] | 5% | -13%[11.4 µM] | -1%
COc1ccc(Cc2nnc(-c3ccc(F)cc3)o2)cc1OC | 12% | 5% | -1% | -10% | 38% | -1% | -3% | 8% | i
COc1ccc(NS(=O)(=O)c2ccc(OCC(=O)N3CCOCC3)cc2)cc1 | . | 2% | -5%[57.1 µM] | 5% | 15% | 4% | 1% | 22% | -12%
Cc1ccc(S(=O)(=O)N2CCOCC2)cc1NC(=O)C1CC(=O)N(c2ccc3c(c2)OCCO3)C1 (configuration not stated) | 97%[activator] | 13% | -9% | 6% | 1% | -14% | 10% | 0% | 4%
COc1ccc2c(c1)c1nc3ccccc3nc1n2CCn1c(=O)oc2ccccc21 | 5% | ? | 22% | -2% | 55%[activator] | -5% | -1% | -24% | -19%
[O-][n+]1cccc2cccc(O)c21 | 0% | 1% | 7%[57.1 µM] | 3% | 5%[57 µM] | -14% | -13% | -4% | -6%
Cc1ccc(CNC(=O)c2ccc3c(c2)NC(=O)CS3)cc1 | 1% | 5% | 6% | 0% | 37% | 3% | ? | 0% | i
CCC(=NCCN1CCNCC1)C1=C(O)CC(C)(C)CC1=O | 8% | -3% | 2%[57.1 µM] | 1% | 33% | -16% | 3% | -2% | 0%
Cc1nn(C)cc1C(N)=O | -3% | -3% | 17%[57.1 µM] | 0% | 7% | -8% | -24% | -19% | i
O=C1NC(c2cccs2)Nc2ccccc21 (configuration not stated) | 3% | 1% | 21%[57.1 µM] | ? | -9% | ? | 18% | -66%[11.4 µM] | 5%
